Bioassay records as filed in PubChem.
PKM2 act – PKM2 (human) enzyme activation; purified PKM2, Kinase-Glo ATP luminescence, activation; response scale: 0% is enzyme alone, no compound; Potency, µM (highest dose often 57.5 µM), for the others: top-dose activation, usual class: activators; 0.34% of 260,000 active; AID 1631; also: potency is read from the fitted curve at half-maximal effect; % is scaled to controls: 0 for no effect and ±100 for the full control effect; nearly all actives have a fitted effect of over 55% in size
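ATP formation by purified human PK-M2, quantified via coupled luciferase luminescence after 1 h at room temperature with 0.1 mM ADP and 0.5 mM PEP final.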
KCNH2 WT inh – inhibitors of human wildtype KCNH2 potassium channel; Q12809; U2OS, BacMam KCNH2, thallium flux FluxOr; stronger effect = lower value; activity change, % at 1.84 µM; 0.37% of 340,000 active;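 active = maximum activity change below -70%; inconclusive = maximum activity change between -70% and -50%; inactive = maximum activity change above -50%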; also: % is scaled to controls: 0 for no effect and ±100 for the full control effect
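U2OS cells were transduced with wild-type KCNH2 virus (2.03 x 10^8 / mL) for 4 h at room temperature, then cultured overnight at 37 C. Thallium flux was read with FluxOr dye. Rate constants were normalized to DMSO controls.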
TSHR antagonist – human thyrotropin receptor antagonism | P16473 | TSHR-expressing cells, TSH-stimulated cAMP HTRF, 2 h; stronger effect = lower value | activity change, negative = inhibition, % at 11.5 µM | 0.2% of 330,000 active | AID 504810;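 active = activity change below a set negative limit, meaning inhibition stronger than a set level, cut at about -70% in these data; inconclusive = activity change between two set negative limits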; also: % is scaled to controls: 0 for no effect and ±100 for the full control effect
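Antagonism was scored as loss of TSH-driven cAMP in TSHR cells, stimulated with 4nM TSH (EC80) for 2 hours at 37 deg C and detected by homogeneous HTRF competition immunoassay.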
BCR signal inh – blocks chronic active B-cell receptor signaling | ABC-DLBCL IkBa-CBG/CBR reporter, luminescence ratio, 4 h | Potency, µM (titrated, usually from 46.1 µM), for the others: at the highest dose ratio change, negative = lower green/red ratio, hits mostly inhibitors | 0.05% of 340,000 active | AID 493014; active = well fitted inhibition curve with a large enough effect in the signal ratio, with a control signal flat, not every such curve was filed as active; inconclusive = small, poorly fitted or top-dose-only effect, or effect the other way, or a change in a side signal; the % refers to the signal ratio;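 also: potency is read from the fitted curve at half-maximal effect; plate controls were basal doxycycline-induced cells for no effect and cells given 10 µM MG132 for full effect; MG132 reads +100%, hits lower the ratio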
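TMD8 ABC-DLBCL cells carrying doxycycline-inducible green luciferase fused to IkappaBalpha plus unfused red luciferase were exposed to compounds (up to 46 uM) for 4 hrs at 37C. Activity came from the overlap-corrected green/red luminescence ratio.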
GALK inh – galactokinase (human) inhibition; P51570; Purified GALK, Kinase-Glo residual ATP luminescence; Potency, µM (titrated, usually from 57.5 µM), for inactives: at the top dose activity change, negative = inhibition, actives largely listed as inhibitors; 0.007% of 270,000 active; AID 1868; also: potency is read from the fitted curve at half-maximal effect; % is scaled to controls: 0 for no effect and ±100 for the full control effect
Target sequence (P51570 whole entry, looked up): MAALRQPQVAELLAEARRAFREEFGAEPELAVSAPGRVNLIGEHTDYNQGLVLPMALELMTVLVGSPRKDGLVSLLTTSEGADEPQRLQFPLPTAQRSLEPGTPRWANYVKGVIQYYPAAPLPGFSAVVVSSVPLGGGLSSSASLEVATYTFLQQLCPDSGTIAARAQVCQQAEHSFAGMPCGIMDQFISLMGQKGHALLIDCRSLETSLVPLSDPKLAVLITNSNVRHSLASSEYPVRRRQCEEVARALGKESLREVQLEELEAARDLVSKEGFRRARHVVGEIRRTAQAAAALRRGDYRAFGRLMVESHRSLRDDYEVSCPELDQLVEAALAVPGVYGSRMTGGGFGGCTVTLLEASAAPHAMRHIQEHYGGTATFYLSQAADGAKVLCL
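Quantitative HTS: GALK 5 nM, ATP 35 uM, galactose 100 uM, 1 h room temperature, then luciferase-based ATP detection.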
ASM inhibitor – human S-ASM enzyme inhibition; P17405; placental ASM, HMU-PC fluorogenic substrate, 60 min; Potency, µM (titrated, usually from 57.5 µM), for the others: at the top dose activity change, negative = inhibition, most hits filed as inhibitors; 0.006% of 340,000 active; AID 504937; also: potency is read from the fitted curve at half-maximal effect
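Human placenta-derived ASM preincubated with compound 10 min at room temperature, then reacted with 9 uM (final) fluorogenic HMU-PC substrate for 60 min at 37 C. Stop solution raises pH to 10; fluorescence read at Ex 386/Em 447 nm.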
Menin-MLL TR inh – displaces Texas Red mutant MLL peptide from human menin; O00255; Menin + Texas Red MLL mutant peptide, fluorescence polarization; Potency, µM (highest dose often 61.6 µM), without a hit: at the top dose FP activity change, negative = inhibition, most hits filed as inhibitors; 0.23% of 270,000 active; AID 1768; active = well fitted inhibition curve with a large enough effect in the polarisation, with a control signal flat, not every such curve was filed as active; inconclusive = small, poorly fitted or top-dose-only effect, or effect the other way, or a change in a side signal; inactive = no such curve, though single readings can be large or run the other way; the % refers to the polarisation; also: potency is read from the fitted curve at half-maximal effect; % of control where 0% means no effect; many of its hits are not listed in these tables
Mito fusion act – blocks mitochondrial division or promotes mitochondrial fusion; S. cerevisiae fusion-defective mutant growth rescue, CellTiterGlo 48 h; Potency, µM (top dose mostly 46.1 µM), without a hit: at the highest dose growth rescue (activation), usual class: activators; 0.23% of 320,000 active;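 also: potency is read from the fitted curve at half-maximal effect; % of control where 0% means no effect; nearly all actives have a fitted effect of over 45% in size; temperature-sensitive fusion mutants such as fzo1-1 at 37 °C on non-fermentable ethanol glycerol medium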
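Temperature-sensitive fusion-defective S. cerevisiae (e.g. fzo1-1, mgm1-5) were grown with compound in YPEG medium (3% ethanol, 3% glycerol) for 48 hours at 37C. Growth rescue was measured as viability by CellTiterGlo luminescence after 10 minutes at ambient.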
USP2a inh – inhibitors of human ubiquitin-specific protease USP2a; O75604; USP2 core, Ub-CHOP2 coupled fluorogenic reporter, 485/531; Potency, µM (titrated, usually from 38.3 µM), for inactives: at the top dose activity change, negative = inhibition, usual class: inhibitors; 0.01% of 330,000 active; AID 463254;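 also: potency is read from the fitted curve at half-maximal effect; plate controls were DMSO wells for no effect and full inhibition by NEM control for full effect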
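Cell-free coupled assay: 10nM USP2 core preincubated 30min RT with compound in Tris-HCl pH 8.0/CaCl2/CHAPS buffer, then 25nM Ub-CHOP2 and 25nM reporter substrate; fluorescence (Ex 485/Em 531) read after 60min RT, normalized to NEM inhibition, concentration-response curves fitted.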
MBNL1-CUG inh – blocks human MBNL1 binding to CUG repeat RNA | Q9NR56 | TR-FRET MBNL1-His/biotin-(CUG)12 binding, 665/545 ratio | 0.036% of 280,000 active | Potency, µM (titrated, usually from 57.5 µM), inactives show top-dose activity change, negative = inhibition, hits mostly inhibitors; active = well fitted inhibition curve with a large enough effect in the signal ratio, with a control signal flat, not every such curve was filed as active; inconclusive = small, poorly fitted or top-dose-only effect, or effect the other way, or a change in a side signal; inactive = no such curve, though single readings can be large or run the other way; the % refers to the signal ratio; also: potency is read from the fitted curve at half-maximal effect; % is scaled to controls: 0 for no effect and ±100 for the full control effect
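His-tagged MBNL1 binding to biotinylated (CUG)12 RNA was measured by TR-FRET using terbium anti-His antibody (0.055 ng/ul final) and streptavidin-XL665 (5 nM final). Compounds were titrated 92 nM to 58 uM; 60 min at room temperature.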
Eya2 inh – blocks the phosphatase activity of human Eya2; O00167; Potency, µM (titrated, usually from 76.9 µM), without a hit: top-dose activity, negative = inhibition, hits mostly inhibitors; recombinant Eya2, OMFP fluorescence dephosphorylation (OMFP is methylfluorescein phosphate); 0.006% of 330,000 active; also: potency is read from the fitted curve at half-maximal effect; % is scaled to controls: 0 for no effect and ±100 for the full control effect
Target sequence (O00167 whole entry, looked up): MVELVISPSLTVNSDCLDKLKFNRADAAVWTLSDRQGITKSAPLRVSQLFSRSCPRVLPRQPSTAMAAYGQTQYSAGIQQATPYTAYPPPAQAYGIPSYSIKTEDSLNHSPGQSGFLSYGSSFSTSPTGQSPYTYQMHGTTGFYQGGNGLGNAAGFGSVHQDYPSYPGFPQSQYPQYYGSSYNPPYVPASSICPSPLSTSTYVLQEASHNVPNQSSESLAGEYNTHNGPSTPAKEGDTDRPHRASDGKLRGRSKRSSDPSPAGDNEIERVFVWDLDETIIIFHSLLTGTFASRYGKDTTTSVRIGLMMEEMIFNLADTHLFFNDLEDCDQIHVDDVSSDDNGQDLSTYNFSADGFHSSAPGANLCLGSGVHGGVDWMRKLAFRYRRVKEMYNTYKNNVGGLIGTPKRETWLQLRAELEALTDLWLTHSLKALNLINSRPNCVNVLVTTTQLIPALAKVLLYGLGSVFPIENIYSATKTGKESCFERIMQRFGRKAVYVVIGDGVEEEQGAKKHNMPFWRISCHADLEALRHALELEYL
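Eya2 protein (added as 0.2 uM solution) was preincubated with compound for 10 min at ambient temperature in 50 mM HEPES pH 7.5, 50 mM NaCl, 5 uM MgCl2, 0.05% BSA, 1 mM DTT. OMFP (added at 50 uM) then reacted 10 min; fluorescence read at 485/525 nm.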
The depositor's hits bear a star; i = inactive; ? = inconclusive; . = no result given; [ ] = remark or other dose. Unless noted, calls follow the shape of the dose curve; as a rule, active = well fitted curve in the direction sought with a large enough effect; inconclusive = small, poorly fitted or top-dose-only effect, or another doubt; inactive = no such curve, though single readings can be large; an effect the other way counts as inactive or inconclusive. This is a subset; the hit share may differ from the screen's.

mol	PKM2 act	KCNH2 WT inh	TSHR antagonist	BCR signal inh	GALK inh	ASM inhibitor	Menin-MLL TR inh	Mito fusion act	USP2a inh	MBNL1-CUG inh	Eya2 inh
COc1ccccc1C1=NOC(COC(=O)c2ccc(Br)cc2)C1 (stereo not drawn)	3%	-3	-9	-4%	-3%	-8%	4%	26%	1%	0%	3%
COC(=O)c1ccc(COc2cc([N+](=O)[O-])cc3cccnc23)cc1	0%	-5	21	8%	-1%	5%	.	?	-1%	.	-3%
Cc1ccc(CNc2ccc3c(c2)OCO3)c(C)c1	2%	.	.	.	-2%	.	-10%	2%	.	17%	.
COc1cccc(NC(=O)CN(C)CC(=O)Nc2ccc(Br)cc2)c1	22%	-3	7	-22%	1%	-3%	28%	-1%	-12%	2%	-1%
COc1cccc(/C=N/NC(=O)c2nnn(-c3nonc3N)c2C(C)C)c1OCc1ccc(F)cc1	.	-10	-30	-12%	0%	-5%	.	3%	-1%	-6%	-12%
CCCOP(=O)(c1ccc(N(C)C)cc1)C(O)c1cc(OC)ccc1OC (stereo not drawn)	.	6	5	-7%	.	1%	?	3%	6%	0%	1%
O=[N+]([O-])c1ccc(N2CCSCC2)cc1	-1%	1	3	?	1%	-6%	5%	6%	12%	?	11%
O=C(O)CCCCOn1ccnc1	2%	-1	12	5%	-2%	-5%	-12%	2%	1%	-12%	-1%
O=C(c1ccccc1S(=O)(=O)NCC(O)COc1ccc([N+](=O)[O-])cc1)N1CCCCC1 (stereo not drawn)	0%	1	3	6%	.	-1%	1%	0%	3%	?	-3%
CC(C)CC(=O)NCCCCc1ccccc1	0%	-5	3	-1%	3%	-2%	5%	?	-1%	-15%	4%
CCCn1nnnc1NCc1ccc(OC)cc1OC	6%	-2	-5	1%	2%	-2%	6%	1%	0%	-4%	9%
CCS(=O)(=O)N1CCCC(C(=O)NCC2CCCO2)C1 (stereo not drawn)	-1%	5	7	-4%	-4%	2%	1%	0%	0%	-1%	-11%

Random excerpt: three compounds from above, in no set order.
mol	PKM2 act	KCNH2 WT inh	TSHR antagonist	BCR signal inh	GALK inh	ASM inhibitor	Menin-MLL TR inh	Mito fusion act	USP2a inh	MBNL1-CUG inh	Eya2 inh
COc1ccccc1C1=NOC(COC(=O)c2ccc(Br)cc2)C1 (stereo not drawn)	3%	-3	-9	-4%	-3%	-8%	4%	26%	1%	0%	3%
CCS(=O)(=O)N1CCCC(C(=O)NCC2CCCO2)C1 (stereo not drawn)	-1%	5	7	-4%	-4%	2%	1%	0%	0%	-1%	-11%
Cc1ccc(CNc2ccc3c(c2)OCO3)c(C)c1	2%	.	.	.	-2%	.	-10%	2%	.	17%	.

Additional compounds:
mol	PKM2 act	KCNH2 WT inh	TSHR antagonist	BCR signal inh	GALK inh	ASM inhibitor	Menin-MLL TR inh	Mito fusion act	USP2a inh	MBNL1-CUG inh	Eya2 inh
CCN(CC)S(=O)(=O)c1ccc(-c2nnc(SCC(=O)N3c4ccccc4CC3C)n2CC)cc1 (stereo not drawn)	-2%	4	1	-11%	2%	0%	-6%	-1%	-4%	-14%	-37%
Cc1ccc(NC2=C/C(=N/S(=O)(=O)c3cccs3)c3ccccc3C2=O)cc1C	-11%	-8	27	-6%	2%	-1%	?	0%	3%	4%	5%
Cc1ccnc(NC(=O)c2ccc3c(c2)C(=O)N(CC2CCCO2)C3=O)c1 (stereo not drawn)	-12%	2	7	0%	6%	4%	-2%	1%	4%	?	6%
Cc1cc(C)c2cc(CN(CCO)C(=O)Nc3ccc(F)cc3)c(=O)[nH]c2c1	14%	1	7	?	0%	-11%	-22%	5%	3%	-1%	-11%
COC(=O)c1cc[n+](CC(=O)c2ccccc2)cc1	-10%	9	-7	-7%	-1%	0%	9%	1%	5%	?	20%
CN1CCN(/N=C/c2nc(-c3ccccc3Cl)n3ccccc23)CC1	-15%	7	3	?	0%	0%	-19%	-4%	-1%	?	-35%
Cc1ccc(C)c(Sc2ccc(S(=O)(=O)Nc3ccc(C(=O)O)cc3)cc2)c1	.	-18	-39	?	.	7%	.	1%	-7%	.	2%
Cc1cc(C)nc(N=Nc2c(O)n(Cc3ccc(Cl)cc3)c3ccccc23)n1	5%	-12	-15	-26%	-1%	?	-11%	11%	2%	12%	5%
CCc1ccc(NC(=O)C(=O)NNC(=O)c2cccc(OC)c2)cc1	-1%	-22	-10	-16%	-1%	3%[11.5 µM]	?	5%	2%	-2%	15%
COc1ccc(CN2CCC(N3CC(C)OC(C)C3)CC2)c(OC)c1OC (stereo not drawn)	-2%	0	-3	-6%	.	-1%	11%	-4%	-4%	-7%	11%
C/C(=N/Nc1nc(-c2ccccc2F)nc2ccccc12)c1ccccc1O	-1%	-1	3	-9%	0%	-10%	.	8%	2%	-5%	3%
O=C(COC(=O)c1ccccc1)c1ccc2c(c1)OCCO2	.	0	4	?	.	.	.	7%	-1%	.	12%
COc1ccc(OCC(=O)Nc2ccc(S(=O)(=O)N(C)c3ccccc3)cc2)cc1	-2%	1	-10	-9%	-3%	0%	42%[activator]	5%	-4%	-6%	10%
CCOc1ccc(Nc2c3ccccc3nc3ccccc23)cc1	-1%	30	0	24%	2%	181%[activator]	.	11%	-6%	?	-23%
O=S(=O)(NCCc1ccncc1)c1cc(Br)ccc1F	-3%	1	-7	?	-1%	2%	2%	10%	-2%	4%	6%
Cc1cc(C(C#N)c2ccccc2)n2ncnc2n1 (stereo not drawn)	3%	-31	-1	0%	2%	-6%	-3%	5%	1%	22%	6%
COc1cccc(NC(=O)CN(C)C(=O)CSC(=S)N2CCCC2)c1	.	6	17	-4%	.	.	.	-4%	0%	.	12%
CCCCCN(C(=O)CCC(=O)OCCOc1ccccc1)c1c(N)n(CCCC)c(=O)[nH]c1=O	.	-31	-7	1%	.	0%	.	0%	0%	.	-32%
CCc1ccc2[nH]c(O)c(N=NC3=NC(=O)CS3)c2c1	1%	9	-5	?	-1%	-4%	.	-1%	7%	.	18%
Cc1cc(C)c(OCC(=O)OCC(=O)NC2CCCCCCC2)c(C)c1	.	0	7	?	4%	-2%	.	-4%	0%	0%	-3%
O=C(Oc1ccc2ccc(=O)oc2c1)c1ccccc1	1%	-1	6	1%	2%	i	-4%	1%	0%	6%	13%
Cn1c(N)c(C(=O)COC(=O)c2cccc(S(=O)(=O)NCc3ccccc3)c2)c(=O)n(C)c1=O	.	-2	.	0%	.	-14%	.	.	-1%	.	8%
Cc1ccc(C(=O)OC(C)C(=O)Nc2ccc(S(N)(=O)=O)cc2)cc1S(=O)(=O)N1CCOCC1 (stereo not drawn)	.	0	12	?	.	-1%	.	-2%	-1%	.	19%
O=C(N/N=C/c1ccc(O)c(Br)c1)c1cc2c(ccc3ccccc32)o1	.	0	-4	?	-2%	124%[activator]	.	1%	1%	11%	3%
COCCn1nnnc1C(c1ccccc1)N1CCN(Cc2ccc3c(c2)OCO3)CC1 (stereo not drawn)	5%	19	-8	-2%	1%	2%	7%	-3%	-1%	4%	16%
O=C(CSc1ncn[nH]1)NC1CC2CCC1C2 (stereo not drawn)	-3%	-3	2	3%	-3%	0%	-15%	-3%	3%	0%	0%
CC1(C)NC(C)(C)/C(=C\c2cccs2)C(=O)C1=O	2%	0	-2	?	-1%	-3%	0%	-4%	0%	?	7%
